Assay outcomes (PubChem BioAssay)
FBW7 activator: activators of human E3 ligase FBW7 | normalized activity (activation), % at 26.1 µM | hit rate 0.13% among 650,000 | AID 1259310 | AlphaScreen FBW7–phospho-cyclin E peptide binding, activator screen | Q969H0; in the data active = normalized activity above about 1.9%;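 note: purified mutant Fbw7 with reduced substrate affinity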
MITF inh: blocks human microphthalmia-associated transcription factor; O75030; AlphaScreen MITF homodimerization, bead proximity signal; inhibition, % at 2.6 µM; hit rate 0.91% among 650,000; in the data active = inhibition above about 50%;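 note: 0% = vehicle wells with protein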
Target sequence (O75030 whole entry, looked up): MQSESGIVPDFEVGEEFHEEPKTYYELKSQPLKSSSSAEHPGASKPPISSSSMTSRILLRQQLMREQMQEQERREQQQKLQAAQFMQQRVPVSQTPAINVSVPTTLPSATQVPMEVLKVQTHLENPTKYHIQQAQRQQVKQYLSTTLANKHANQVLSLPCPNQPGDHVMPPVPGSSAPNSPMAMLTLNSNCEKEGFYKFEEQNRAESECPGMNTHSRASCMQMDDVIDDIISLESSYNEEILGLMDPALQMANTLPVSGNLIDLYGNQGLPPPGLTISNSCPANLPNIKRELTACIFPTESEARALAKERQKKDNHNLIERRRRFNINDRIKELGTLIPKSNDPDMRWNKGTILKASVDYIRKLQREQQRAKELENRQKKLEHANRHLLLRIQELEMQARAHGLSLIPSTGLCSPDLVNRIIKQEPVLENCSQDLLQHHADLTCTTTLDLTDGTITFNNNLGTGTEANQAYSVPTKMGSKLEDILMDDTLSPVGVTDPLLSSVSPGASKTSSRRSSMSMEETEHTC
GPR151 ag: activates the human receptor GPR151. activation, % at 11.2 µM. PathHunter beta-arrestin GPR151 cells, luminescence. hit rate 1% among 650,000; in the data active = activation above about 4.9%;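 note: 0% = median of compound wells and 100% = cells with positive control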
Target sequence (Q8TDV0 whole entry, looked up): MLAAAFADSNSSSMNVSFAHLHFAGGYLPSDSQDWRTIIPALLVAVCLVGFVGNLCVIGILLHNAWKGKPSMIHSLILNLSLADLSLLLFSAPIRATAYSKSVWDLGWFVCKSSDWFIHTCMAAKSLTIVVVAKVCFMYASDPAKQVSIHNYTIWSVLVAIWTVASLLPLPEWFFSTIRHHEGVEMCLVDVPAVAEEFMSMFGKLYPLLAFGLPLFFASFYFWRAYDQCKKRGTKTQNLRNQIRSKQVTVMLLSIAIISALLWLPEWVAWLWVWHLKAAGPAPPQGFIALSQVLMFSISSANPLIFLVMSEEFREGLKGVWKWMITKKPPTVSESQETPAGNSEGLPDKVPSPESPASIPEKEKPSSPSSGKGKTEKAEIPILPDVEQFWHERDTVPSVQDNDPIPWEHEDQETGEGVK
TEAD-YAP inh: TEAD-YAP interaction inhibition. HEK-TIYL cells, TEAD-Gal4/YAP UAS-luciferase luminescence. inhibition, % at 9.12 µM. AID 1259422. hit rate 1.4% among 640,000; in the data active = inhibition above about 32%;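 note: 0% = median of test compound wells and 100% = reference inhibitor wells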
* marks the source's active call; other numbers are inactive results.

How did CCOc1ccccc1N1C(=O)C2C3C=CC(C3=C(C)C)C2C1=O (stereo not drawn) do in these assays?
FBW7 activator: 0.0; MITF inh: 4; GPR151 ag: 0.5; TEAD-YAP inh: -8

How did CCOCCc1nnc(NC(=O)CCSc2ccccc2)s1 do in these assays?
FBW7 activator: 0.0; MITF inh: 2; GPR151 ag: 0.7; TEAD-YAP inh: -5

Results for CCOCCCn1c(SCC(=O)Nc2ccc(C)cc2)nc2c(oc3ccccc32)c1=O ?
FBW7 activator: 0.0; MITF inh: 2; GPR151 ag: 1.1; TEAD-YAP inh: -10

How did COc1ccc(N2CCN(C(=O)CSc3nc4ccc(OC)cc4[nH]3)CC2)cc1 do in these assays?
FBW7 activator: 0.5; MITF inh: 11; GPR151 ag: -0.7; TEAD-YAP inh: 0

How did C#CCN(Cc1ccco1)C(=O)CC1(c2ccc(OC)cc2)CC(=O)N(C2CC2)C1=O (stereo not drawn) do in these assays?
FBW7 activator: -0.2; MITF inh: 13; GPR151 ag: -0.5; TEAD-YAP inh: -32

How did O=C(Nc1ccc(C23CC4CC(CC(C4)C2)C3)cc1)c1cccc(Cl)c1 do in these assays?
FBW7 activator: 0.0; MITF inh: 8; GPR151 ag: 0.0; TEAD-YAP inh: 60*

How did CC(NC(=O)Cc1cccc(F)c1)c1nc(-c2cccnc2)n[nH]1 (stereo not drawn) do in these assays?
FBW7 activator: -0.1; MITF inh: 1; GPR151 ag: -0.1; TEAD-YAP inh: 1

What do the screens show for `c1cc2c(cc1Nc1nc(CN3CCOCC3)nc3sc4c(c13)CCC4)OCCO2`?
FBW7 activator: 0.0; MITF inh: -13; GPR151 ag: 0.0; TEAD-YAP inh: -3

What do the screens show for `CCCN(CCC)C(=O)CSc1nc2ccccc2c(=O)n1CCC(=O)N1CCCCC1`?
FBW7 activator: 0.2; MITF inh: 8; GPR151 ag: -0.8; TEAD-YAP inh: -1

Results for Cc1nc(-n2ncc(C#N)c2N)c2c3c(sc2n1)CCC3 ?
FBW7 activator: 0.0; MITF inh: -2; GPR151 ag: -1.4; TEAD-YAP inh: 3

What do the screens show for `CCOC(=O)Cc1ccc(N(Cc2ccc(Cl)cc2)S(=O)(=O)c2ccc(F)c(C(=O)Nc3cccc(OC)c3)c2)cc1`?
FBW7 activator: 0.0; MITF inh: 3; GPR151 ag: -0.4; TEAD-YAP inh: 4

What do the screens show for `O=[N+]([O-])c1ccc2nc(NS(=O)(=O)c3ccc(F)cc3)sc2c1`?
FBW7 activator: 0.9; MITF inh: 15; GPR151 ag: -0.7; TEAD-YAP inh: 12

Ordered by formula weight (high to low): some entries from above
How did COc1ccc(N2CCN(C(=O)CSc3nc4ccc(OC)cc4[nH]3)CC2)cc1 do in these assays?
FBW7 activator: 0.5; MITF inh: 11; GPR151 ag: -0.7; TEAD-YAP inh: 0

What do the screens show for `O=[N+]([O-])c1ccc2nc(NS(=O)(=O)c3ccc(F)cc3)sc2c1`?
FBW7 activator: 0.9; MITF inh: 15; GPR151 ag: -0.7; TEAD-YAP inh: 12

How did CCOCCc1nnc(NC(=O)CCSc2ccccc2)s1 do in these assays?
FBW7 activator: 0.0; MITF inh: 2; GPR151 ag: 0.7; TEAD-YAP inh: -5

How did CC(NC(=O)Cc1cccc(F)c1)c1nc(-c2cccnc2)n[nH]1 (stereo not drawn) do in these assays?
FBW7 activator: -0.1; MITF inh: 1; GPR151 ag: -0.1; TEAD-YAP inh: 1

Results for Cc1nc(-n2ncc(C#N)c2N)c2c3c(sc2n1)CCC3 ?
FBW7 activator: 0.0; MITF inh: -2; GPR151 ag: -1.4; TEAD-YAP inh: 3

The listing continues.
Results for Cc1ccc([N+](=O)[O-])cc1-c1ccc(/C=N\n2nnnc2N)o1 ?
FBW7 activator: -0.1; MITF inh: 5; GPR151 ag: 1.2; TEAD-YAP inh: 4

How did COC(=O)c1ccc(NC(=O)C(=O)NCC2CCCO2)cc1 (stereo not drawn) do in these assays?
FBW7 activator: 0.1; MITF inh: 0; GPR151 ag: -0.4; TEAD-YAP inh: -32

What do the screens show for `Cc1ccc(Oc2ccccc2)c(NC(=O)c2ccccc2)c1`?
FBW7 activator: 0.1; MITF inh: 7; GPR151 ag: 1.1; TEAD-YAP inh: -2

How did CCOc1ccccc1NC(=O)c1ccc(F)c(S(=O)(=O)N2CCC(C(N)=O)CC2)c1 do in these assays?
FBW7 activator: 0.1; MITF inh: -3; GPR151 ag: 0.7; TEAD-YAP inh: -10

Results for C=CCc1cc(/C=C2/SC(=S)N(C)C2=O)cc(OC)c1O ?
FBW7 activator: 0.5; MITF inh: -8; GPR151 ag: -0.1; TEAD-YAP inh: -4

How did O=S(=O)(c1cccc(F)c1)N1CCCC(c2nc(-c3cccs3)no2)C1 (stereo not drawn) do in these assays?
FBW7 activator: 0.0; MITF inh: 8; GPR151 ag: 0.0; TEAD-YAP inh: 1

What do the screens show for `CS(=O)(=O)N(CC(=O)NCc1ccccn1)Cc1ccc(Cl)cc1`?
FBW7 activator: 0.2; MITF inh: 12; GPR151 ag: -1.3; TEAD-YAP inh: 3

Results for CC(=O)Nc1ccc(NC(=O)C2CCN(c3nc4ccccc4s3)CC2)cc1 ?
FBW7 activator: -0.1; MITF inh: 43; GPR151 ag: -2.1; TEAD-YAP inh: 36*

Results for CC(C)n1c(-c2ccc(N3CCOCC3)nc2)nc2c(NCc3ccccc3)ncnc21 ?
FBW7 activator: 0.2; MITF inh: -1; GPR151 ag: -0.1; TEAD-YAP inh: -9

How did O=C(COC(=O)c1ccc(O)cc1)Nc1ccc(Cl)cc1 do in these assays?
FBW7 activator: 0.1; MITF inh: 9; GPR151 ag: 3.1; TEAD-YAP inh: -1

Results for CCOC(=O)c1c(NC(=O)Cn2cnc3c2c(=O)n(C)c(=O)n3C)sc2c1CCC2 ?
FBW7 activator: 0.1; MITF inh: 11; GPR151 ag: 0.3; TEAD-YAP inh: 13

How did CN(C)c1ccc(/C=N/NC(=O)CN(N=Nc2nonc2N)c2nonc2N)cc1 do in these assays?
FBW7 activator: 0.2; MITF inh: 4; GPR151 ag: -0.7; TEAD-YAP inh: 8

Results for Cc1ccc(NC(=O)c2ccc(S(=O)(=O)N3CCOCC3)cc2)c(C)c1 ?
FBW7 activator: -0.1; MITF inh: 8; GPR151 ag: 1.3; TEAD-YAP inh: 1

How did COc1ccccc1NC(=O)CSc1ccc2nnc(-c3cccs3)n2n1 do in these assays?
FBW7 activator: 0.0; MITF inh: -8; GPR151 ag: -0.3; TEAD-YAP inh: 1

Results for CC(=O)C1=C(O)C(=O)N(CC(=O)O)C1c1cccc(F)c1 (stereo not drawn) ?
FBW7 activator: 0.2; MITF inh: 7; GPR151 ag: 0.4; TEAD-YAP inh: -9

What do the screens show for `Cc1cccc(Nc2ncnc(N)c2[N+](=O)[O-])c1C`?
FBW7 activator: 0.3; MITF inh: 3; GPR151 ag: 2.0; TEAD-YAP inh: 2

Results for CC1=CC(=O)C(C(C)C)=C/C1=N\S(=O)(=O)c1ccc([N+](=O)[O-])cc1 ?
FBW7 activator: 0.0; MITF inh: 8; GPR151 ag: -1.6; TEAD-YAP inh: 5

Results for COC(=O)COc1cc(C)ccc1[N+](=O)[O-] ?
FBW7 activator: 0.1; MITF inh: 15; GPR151 ag: -0.8; TEAD-YAP inh: 15

What do the screens show for `Cc1ccc(Nc2nc3nonc3nc2NC(C)c2ccccc2)cc1C` (stereo not drawn)?
FBW7 activator: 0.0; MITF inh: 12; GPR151 ag: -1.6; TEAD-YAP inh: 14

What do the screens show for `CC1CCc2cc(F)ccc2N1C(=O)/C=C/c1cccc([N+](=O)[O-])c1` (stereo not drawn)?
FBW7 activator: -0.2; MITF inh: -1; GPR151 ag: 3.6; TEAD-YAP inh: -10

How did COc1ccc(-c2cn3c(NC(=O)c4ccccc4)cnc3cn2)cc1 do in these assays?
FBW7 activator: 0.0; MITF inh: -3; GPR151 ag: -2.0; TEAD-YAP inh: -2

Results for COc1cn(CC(=O)Nc2ccc(F)cc2)c(CN2CCN(C(C)=O)CC2)cc1=O ?
FBW7 activator: 0.1; MITF inh: 1; GPR151 ag: 3.7; TEAD-YAP inh: 7

How did Cc1ccc(-n2c3nc(=O)[nH]c(=O)c-3cc3c(Cl)cccc32)cc1C do in these assays?
FBW7 activator: -0.3; MITF inh: -8; GPR151 ag: -0.9; TEAD-YAP inh: -6

Results for COCCOC(=O)c1ccc(NC(=O)COc2ccc(C)c(C)c2)cc1 ?
FBW7 activator: -0.1; MITF inh: -1; GPR151 ag: -0.1; TEAD-YAP inh: -2

Results for CC(N=CC1=C(O)CC(C)(C)CC1=O)c1ccccc1 (stereo not drawn) ?
FBW7 activator: 0.1; MITF inh: 4; GPR151 ag: -1.2; TEAD-YAP inh: -9

What do the screens show for `COc1cc(C)c(S(=O)(=O)N2CCC(C(N)=O)CC2)cc1C(C)C`?
FBW7 activator: -0.1; MITF inh: -4; GPR151 ag: -0.8; TEAD-YAP inh: -1

Results for CCCC(CCC)C(=O)NCCS(=O)(=O)N1CCN(c2ncccn2)CC1 ?
FBW7 activator: 0.1; MITF inh: -4; GPR151 ag: 0.7; TEAD-YAP inh: 12

What do the screens show for `O=C(Nc1cc(-c2ccncc2)c[nH]c1=O)C1COc2ccccc2O1` (stereo not drawn)?
FBW7 activator: -0.2; MITF inh: -2; GPR151 ag: -0.2; TEAD-YAP inh: 8

Results for Cc1cc(C)c2cc3c(nc2c1)OC(C)C(=O)N(Cc1cccnc1)C3 (stereo not drawn) ?
FBW7 activator: 1.2; MITF inh: 14; GPR151 ag: 0.3; TEAD-YAP inh: 3

What do the screens show for `COc1ccc(-c2nnc(-c3ccc(S(=O)(=O)c4ccccc4)cc3)o2)cc1OC`?
FBW7 activator: 0.6; MITF inh: 13; GPR151 ag: -1.0; TEAD-YAP inh: 9

What do the screens show for `Cc1ccc(N2CCN(C(=O)c3sc4nc(C)nc(N5CCCCC5C)c4c3C)CC2C)cc1` (stereo not drawn)?
FBW7 activator: -0.1; MITF inh: 7; GPR151 ag: -0.6; TEAD-YAP inh: 10

How did Cc1cccc(NC(=O)c2cc(N3CCOCC3)nc3ccccc23)c1 do in these assays?
FBW7 activator: 0.4; MITF inh: -11; GPR151 ag: 0.6; TEAD-YAP inh: 0

What do the screens show for `COc1ccccc1CSc1nnc(-c2cccnc2)n1C`?
FBW7 activator: 0.0; MITF inh: 8; GPR151 ag: -0.8; TEAD-YAP inh: 1

What do the screens show for `CCn1c2ccccc2c2cc(CNCc3ccccc3OC)ccc21`?
FBW7 activator: -0.2; MITF inh: 28; GPR151 ag: 1.8; TEAD-YAP inh: 3

What do the screens show for `CN(C1CCCCC1)S(=O)(=O)c1ccc(C(=O)Nc2sccc2C#N)cc1`?
FBW7 activator: -0.1; MITF inh: 6; GPR151 ag: 0.6; TEAD-YAP inh: 1

Results for Cc1ccc(C(=O)NCC(=O)NCC(=O)OCC(=O)C(C)(C)C)cc1 ?
FBW7 activator: 0.3; MITF inh: 0; GPR151 ag: 0.1; TEAD-YAP inh: 7

How did COc1cc(-c2ncnn2-c2ccccc2Cl)cc(OC)c1OC do in these assays?
FBW7 activator: -0.2; MITF inh: -7; GPR151 ag: -0.2; TEAD-YAP inh: -1

Results for Cn1c(=O)c(=O)n(C)c2cc(S(=O)(=O)CCC(=O)NCc3cccnc3)ccc21 ?
FBW7 activator: 0.0; MITF inh: -6; GPR151 ag: -1.1; TEAD-YAP inh: -3

What do the screens show for `O=C(Nc1sc2c(c1C(=O)NCc1ccccc1)CCCC2)c1ccco1`?
FBW7 activator: 1.3; MITF inh: 12; GPR151 ag: -0.9; TEAD-YAP inh: -2

Results for CC(=O)Nc1ccc(NC(=O)c2ccc(I)cc2)cc1 ?
FBW7 activator: 0.7; MITF inh: 2; GPR151 ag: 1.8; TEAD-YAP inh: 1

How did O=c1c2ccccc2nc(SCc2c(F)cccc2F)n1CCN1CCOCC1 do in these assays?
FBW7 activator: -0.1; MITF inh: 7; GPR151 ag: 0.7; TEAD-YAP inh: 0

How did COc1cccc(C(CC(=O)NC2CCCC2)NS(=O)(=O)c2ccc(C)cc2)c1OC (stereo not drawn) do in these assays?
FBW7 activator: 0.5; MITF inh: 6; GPR151 ag: -2.9; TEAD-YAP inh: 3

How did Cc1ccc(-n2c(C)cc(C(=O)NP(=O)(O)O)c2C)cc1 do in these assays?
FBW7 activator: 0.1; MITF inh: 10; GPR151 ag: 0.4; TEAD-YAP inh: -6

How did Cc1nc2ccc3nc(NC(=O)CN4C(=O)c5ccccc5C4=O)sc3c2s1 do in these assays?
FBW7 activator: -0.1; MITF inh: -2; GPR151 ag: 1.2; TEAD-YAP inh: -4

What do the screens show for `CCOC(=O)c1cnc2ccc(OCC)cc2c1NC1CCCC(C)C1C` (stereo not drawn)?
FBW7 activator: 0.1; MITF inh: -13; GPR151 ag: -0.7; TEAD-YAP inh: -3

What do the screens show for `CCn1c(SC/C=C\c2ccccc2)nnc1-c1ccncc1`?
FBW7 activator: 0.0; MITF inh: 3; GPR151 ag: 0.1; TEAD-YAP inh: -9

What do the screens show for `COc1cc(CN2CCNC(=O)C2CC(=O)NCC2CCN(CCO)CC2)cc(OC)c1` (stereo not drawn)?
FBW7 activator: -0.2; MITF inh: -4; GPR151 ag: -0.4; TEAD-YAP inh: -2

Results for CCC(=O)Nc1ccc(-c2csc(-c3ccccc3)n2)cc1 ?
FBW7 activator: 0.1; MITF inh: -15; GPR151 ag: -2.9; TEAD-YAP inh: -75

What do the screens show for `CN(CC1=CC[C@H]2C[C@@H]1C2(C)C)Cc1nnc(SCc2ccncc2)n1C`?
FBW7 activator: 0.0; MITF inh: -2; GPR151 ag: -0.6; TEAD-YAP inh: 1
